Source: PubChem
PPARg SRC-2 ag: PPARgamma-driven SRC-2 recruitment agonism; P37231; PPARgamma LBD-SRC-2 recruitment, biochemical; activation, % at 8 µM; 200,000 compounds, 0.34% hits; AID 1032; in the data active = activation above about 22%;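 also: 0% = vehicle and 100% = reference agonist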
Target sequence (P37231 whole entry, looked up, the tested form may be a part): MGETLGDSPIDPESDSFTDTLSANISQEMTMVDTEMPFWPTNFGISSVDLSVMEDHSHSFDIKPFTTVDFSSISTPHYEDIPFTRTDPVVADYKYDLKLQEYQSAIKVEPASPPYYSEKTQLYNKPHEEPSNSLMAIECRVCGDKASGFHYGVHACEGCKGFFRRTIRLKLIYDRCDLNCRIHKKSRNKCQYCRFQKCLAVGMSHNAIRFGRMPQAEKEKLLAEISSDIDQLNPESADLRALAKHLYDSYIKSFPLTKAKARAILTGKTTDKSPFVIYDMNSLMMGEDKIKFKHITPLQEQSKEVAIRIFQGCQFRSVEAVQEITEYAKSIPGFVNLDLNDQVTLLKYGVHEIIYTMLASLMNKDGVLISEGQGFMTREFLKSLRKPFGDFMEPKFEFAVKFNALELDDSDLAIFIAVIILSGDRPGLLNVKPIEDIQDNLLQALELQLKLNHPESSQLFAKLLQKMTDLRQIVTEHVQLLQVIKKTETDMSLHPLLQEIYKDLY
SRC2 TRFRET art: TR-FRET artefact, counter-screen to PPARgamma/SRC-2 agonist assay; hits give high values; TR-FRET ratio at 8 µM; 200,000 compounds, 0.4% hits; AID 1049; in the data active = TR-FRET ratio above about 2000; also: inactives centre near 1500
bIAP activator: increases bovine intestinal alkaline phosphatase activity | purified bovine IAP, CDP-star luminescence, 30 min; hits give high values; fold of DMSO-control signal, blank-subtracted | 200,000 compounds, 0.17% hits | activation factor at 20 µM | AID 1016;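 active = activation factor of 2 or more at 20 µM, a signal rise over negative controls twice the positive control's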
TNAP act hi DEA: TNAP (human) activation, high acceptor | P05186 | purified TNAP, CDP-star luminescence, 1 M DEA, 30 min; hits give high values; 0 = EDTA background, 1 = DMSO-only activity | activation factor at 20 µM | 200,000 tested, under 10 active;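 active = activation factor at least 2 at 20 µM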
Target sequence (P05186 whole entry, looked up): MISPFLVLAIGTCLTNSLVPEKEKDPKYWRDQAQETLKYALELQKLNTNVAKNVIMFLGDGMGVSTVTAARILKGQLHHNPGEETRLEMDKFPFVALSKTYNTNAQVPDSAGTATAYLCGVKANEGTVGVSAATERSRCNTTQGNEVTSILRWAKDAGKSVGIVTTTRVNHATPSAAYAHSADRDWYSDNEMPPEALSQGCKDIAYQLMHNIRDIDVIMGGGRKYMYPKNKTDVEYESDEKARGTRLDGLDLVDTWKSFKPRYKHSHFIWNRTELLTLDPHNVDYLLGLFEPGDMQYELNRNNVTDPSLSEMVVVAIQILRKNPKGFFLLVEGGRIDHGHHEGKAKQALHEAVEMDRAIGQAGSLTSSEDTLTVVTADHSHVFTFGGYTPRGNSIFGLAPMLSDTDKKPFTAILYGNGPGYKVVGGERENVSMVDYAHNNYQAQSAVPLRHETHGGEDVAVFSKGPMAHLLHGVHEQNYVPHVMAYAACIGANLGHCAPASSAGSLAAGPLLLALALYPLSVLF
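Measured by: Luminescent substrate turnover signal | Test system: Human TNAP | Input: TNAP 1/800 final | Dosing: 20 µM single point | Schedule: 30 min, room temperature | Controls: EDTA wells as negative control, DMSO wells as positive control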
Efa HMGR inh: inhibitors of class II HMG-CoA reductase from Enterococcus faecalis; purified E. faecalis HMGR, NADPH absorbance 340 nm kinetic; inhibition, % at 10 µM; 190,000 compounds, 0.41% hits;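 active = inhibition above a set limit, the median over all tested compounds plus 3 SD, cut at about 9.5% in these data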;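 also: enzyme runs in reverse so mevalonate oxidation gives rising NADPH absorbance; 0% = complete reaction with DMSO and 100% = background rate lacking mevalonate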
bIAP inh: blocks bovine intestinal alkaline phosphatase activity | purified bovine IAP, CDP-star luminescence, 30 min | inhibition, % at 20 µM | 190,000 tested, under 10 active | AID 1019;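 active = over 50% inhibition of intestinal alkaline phosphatase at 20 µM in the single-dose screen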
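Assay system – bovine IAP enzyme · Quantity – bovine IAP at 1/65,000,000 final dilution · Detection – CDP-star luminescence signal · Times – 30 min reaction at room temperature · Also added – CDP-star substrate at 30 µM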
PPARg SRC1 recr: promotes SRC-1 coactivator recruitment by human PPARgamma; AID 631; activation, % at 8 µM; 200,000 compounds, 0.41% hits; P37231; PPARgamma-SRC-1 coactivator recruitment biochemical assay; in the data active = activation above about 19%;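 also: 0% = DMSO and 100% = reference agonist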
PPARg SRC-3 ag: promotes SRC-3 coactivator recruitment by human PPARgamma | P37231 | biochemical PPARgamma/SRC-3 coactivator recruitment assay | activation, % at 8 µM | 200,000 compounds, 0.26% hits | AID 731; in the data active = activation above about 23%;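 also: 0% = DMSO and 100% = reference agonist; some compounds past the cut are filed as inactive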
TNAP inh noacc: blocks human TNAP activity with no phosphate acceptor present; AID 1012; purified TNAP, CDP-star luminescence, 30 min; 200,000 compounds, 0.26% hits; P05186; inhibition, % at 20 µM;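 active = tissue-nonspecific alkaline phosphatase inhibition above about 50% at 20 µM in the single-dose screen, limit read from the data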;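 also: 0% = DMSO negative control and 100% = EDTA positive control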
TNAP inh hi DEA: inhibitors of human TNAP at high phosphate acceptor concentration. inhibition, % at 20 µM. P05186. purified TNAP, CDP-star luminescence, 1 M DEA. AID 1135. 200,000 compounds, 0.03% hits;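 active = over 50% inhibition of tissue-nonspecific alkaline phosphatase at 20 µM in the single-dose screen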;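 also: plate controls were DMSO wells for no effect and EDTA-quenched wells as full inhibition for full effect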
* = called active by the depositor; nt = no result given.

SMILES	PPARg SRC-2 ag	SRC2 TRFRET art	bIAP activator	TNAP act hi DEA	Efa HMGR inh	bIAP inh	PPARg SRC1 recr	PPARg SRC-3 ag	TNAP inh noacc	TNAP inh hi DEA
COc1ccccc1-n1c([S-])c(C(=O)Nc2ccccc2C(F)(F)F)[n+]2ccc(C(=O)NCCO)cc12	2	1526	0.9	1	-2	9	-4	6	13	1
CCOC(=O)c1nn(-c2cccc(Cl)c2)c2nc(CC(C)C)c(C#N)c(=O)n12	9	1630	0.8	1.1	7	17	9	12	-9	-5
Cc1ccccc1NC(=O)C1CCCN(S(=O)(=O)c2cnc[nH]2)C1 (stereo not drawn)	-5	1440	1	1	-1	2	-3	6	-13	-1
CC(NC(=O)COC(=O)/C(=C/c1cccs1)c1cccs1)c1ccccc1 (stereo not drawn)	3	1666	0.9	1	0	8	0	0	-1	-2
O=C(c1ccc(Cl)s1)N1CCCC1	3	1634	1	1	-4	0	3	-4	-11	-2
CC1CCCCN1CCn1c(=S)[nH]c2ncccc2c1=O (stereo not drawn)	9	1726	1	1.1	0	5	10	7	-13	-6
O=C(NCCN1CCOCC1)c1cnn2c1NC(c1cccs1)CC2C(F)(F)F (stereo not drawn)	3	1655	1	1.1	-4	1	-4	1	-17	-6
Cc1ccc(N/N=C(\Cc2nc3ccccc3[nH]2)c2ccccc2)cc1	-2	1406	0.8	1	-5	16	-6	2	-32	2
Cn1c(SCc2ccccn2)nnc1-c1cnccn1	-2	1520	1	1	-1	2	2	-4	-10	-2
O=C(CN1C(=O)NC(Cc2ccccc2)C1=O)Nc1ccc(F)cc1 (stereo not drawn)	0	1465	0.9	1.1	-1	7	-10	-6	-17	-12
CN1CCN(C(=O)C2=C[C@@H](c3ccccc3)C[C@@H](OCCCCO)O2)CC1	11	1579	1	1	2	1	3	-4	-4	-2
COC(=O)C1=C(C)N=c2s/c(=C/c3ccoc3)c(=O)n2C1c1ccccc1 (stereo not drawn)	7	1562	1	0.9	-5	4	4	-11	3	6
Cn1c(CO)cnc1SCc1ccccc1	5	1550	1	1.1	3	2	6	8	-1	-6
O=C(O)CC(C(=O)NCc1ccccc1)C1CCCO1 (stereo not drawn)	12	1510	1	1.1	0	-2	-6	-3	-13	-7
Cc1ccc(N(CC(=O)NCC2CCCO2)C(=O)CCC(=O)Nc2ccccn2)cc1C (stereo not drawn)	4	1548	1.1	1	2	-8	-4	-4	-8	0
O=C(c1cc(-n2cnnc2)ccc1Cl)N1CCN(c2nc(-c3ccccc3)cs2)CC1	7	1720	0.9	1.1	-1	11	6	1	-18	-6
COc1ccc2c(CCNC(=O)CN3C(=O)c4ccccc4C3=O)c[nH]c2c1	-2	1634	0.8	1	-4	16	11	4	-15	0
CC1CCCCN1C(=O)c1ccc(NC(=O)c2ccccc2Cl)cc1 (stereo not drawn)	2	1312	1.1	1	0	-9	2	0	-13	-4
CCCCCCC(=O)NN1CCN(C)CC1	3	1504	1	1	-3	3	-3	-9	-9	-1
CN(C)c1nc(N2CCN(c3ccc(F)cc3)CC2)c(C#N)c(=O)o1	1	1616	1	1.1	-13	-4	-2	-5	-3	-7
Cc1cccc(OCC(=O)N(C)CCc2ccccn2)c1	4	1510	0.9	1.1	-11	7	5	-8	-6	-8
O=C(Oc1ccccc1[N+](=O)[O-])c1cccnc1	1	1781	0.9	0.9	-8	8	2	4	1	5
CC(NS(=O)(=O)c1ccc(Br)cc1)C(c1cccs1)N1CCN(C)CC1 (stereo not drawn)	1	1401	1.1	1	-5	-8	1	3	-11	1
CC1(C)Oc2ccc(C(=O)N3CCCC3)cc2N(CC(=O)NCc2ccccc2)C1=O	0	1719	1	1.1	-4	-2	9	7	-11	-6
COc1ccc(NC(=O)NCCc2ccc(Cl)cc2)cc1OC	-5	1403	1	1	-11	-1	-4	-2	-10	-4
COc1ccc(-c2nc3ccc([N+](=O)[O-])cc3o2)cc1	14	1576	1	1	-6	-2	5	4	-11	1
Cc1ccc2nc(NC(=O)CSc3nncc(=O)n3N)sc2c1	9	1793	1	1	0	2	8	3	-19	2
FCCCOc1ccc(/C=N/OCc2c(Cl)cccc2Cl)cc1	4	1730	1	1	5	3	-5	1	-8	0
CC1CC(C)CN(C(=O)C2CCCN(S(=O)(=O)c3cccc4nonc34)C2)C1 (stereo not drawn)	6	1550	0.9	1	-3	10	2	6	-8	-3
CC(C)c1nnc(NC(=O)CCC(=O)N2CCN(C3CCCCC3)CC2)s1	2	1524	1.1	1	-5	-10	1	4	10	-4
COC(=O)CSc1nc2nc(C)c(Br)cc2[nH]1	9	1543	0.9	1	-2	8	-1	0	6	0
N#Cc1c(SCC(N)=O)nc2c(c1-c1ccncc1)CCCC2	2	1256	1.1	1	1	-10	0	-1	-12	-2
CC(C)(C)c1ccc(C(=O)C2CCCN(C(=O)C3CCOCC3)C2)cc1 (stereo not drawn)	8	1588	1.1	1	-3	-12	-2	8	-1	4
c1csc(-c2nn3cnnc3c3ccccc23)c1	-6	1373	1.1	1	3	-6	12	-5	-4	-1
Cc1cccc(C)c1NC(=O)NN1C(C)CCCC1C (stereo not drawn)	-8	1329	1.1	1	-6	-11	-10	3	-8	-2
CCCN1C(=O)c2cc(C(=O)NC3CCCC3)ccc2C1O (stereo not drawn)	6	1699	0.9	1.1	-4	9	-2	11	-16	-9
O=S(=O)(c1cccc(C(F)(F)F)c1)N1CCN(C(=S)NCc2ccco2)CC1	-7	1754	1	1	-4	3	0	0	-11	4
Cc1c(Cl)c([N+](=O)[O-])nn1CC(=O)N1CCN(Cc2ccccc2)CC1	0	1575	1	1	0	4	0	2	-6	-2
CN(C)c1ccc(N=c2sc3ccccc3n2C)cc1	4	1341	1.1	1	1	-6	10	-3	-3	-1
O=S(=O)(c1ccccc1)c1nc(-c2ccccc2)oc1N1CCCC1	7	1552	1.1	1.1	0	-8	-6	2	-16	-5
CCOc1ccc(NC(=O)N2CCN(CC)CC2)cc1	0	1356	1	1	-3	3	-3	-7	-11	-2
COc1ccc(C(=O)NCC(=O)NCC(=O)OCc2ccc(Br)cc2)cc1	9	1543	1	1	1	-3	-2	5	-10	-3
Cc1cc(C)c[n+](CC(=O)c2ccc(-c3ccccc3)cc2)c1	-7	1403	1	1.1	-5	-5	-5	-3	6	-7
CC(C)(C)C1CCc2c(C(=O)NNC(=O)CCCC(=O)O)csc2C1 (stereo not drawn)	3	1334	1.5	1	0	-51	0	-2	-10	-4
O=S(=O)(c1ccccc1)N1CCN(c2nnnn2-c2ccccc2)CC1	6	1467	0.9	1.1	-2	10	2	3	-13	-8
CC(C)(C)NC(=O)NC(=O)COC(=O)c1cccc(S(=O)(=O)N2CCCCC2)c1	2	1672	0.9	1.1	-7	14	8	3	-9	-7
CC(=O)Nc1ccc(SCC(=O)Nc2sccc2C#N)cc1	0	1542	1.1	1	-3	-7	2	1	-8	-3
CC(C)(C)NC(=O)CN(C(=O)CS(=O)CC(=O)Nc1ccc(F)cc1)c1ccccc1F (stereo not drawn)	-2	1635	1	1.1	2	-1	5	1	-5	-7
CCOc1ccc(Br)cc1CSC(=N)N	5	1556	0.4	0.9	-6	nt	5	6	18	6
CC(C)CC(=O)N1CC(C)N(C(=O)CC(C)C)CC1C (stereo not drawn)	3	1509	0.9	1	1	8	-6	6	-2	-4
CCN=C1SCC(=O)N1c1ccc(OC)cc1	12	1520	0.8	1.1	0	17	9	4	-7	-5
Cc1onc(-c2ccccc2Cl)c1C(=O)Nc1ccc(S(=O)(=O)Nc2nccs2)cc1	3	1773	1	1	1	5	7	-1	-8	-3
CCOC(=O)C1CCCN(C(=O)c2ccc([N+](=O)[O-])cc2)C1 (stereo not drawn)	2	1611	1	1	-6	-1	13	3	-6	-4
CCOC(=O)N1CCN(c2c(NCc3cccs3)c(=O)c2=O)CC1	0	1457	0.9	1.1	-6	7	2	-6	-11	-8
Cc1onc(-c2ccccc2)c1C(=O)Nc1nnc(N2CCCCCC2)s1	6	1659	1	1.1	-2	2	10	0	3	-7
COc1ccc(OC)c(N/C(C)=C/C(=O)c2ccccc2)c1	5	1592	1	1	-3	-4	-6	0	-8	4
CC(=O)NC1C(OCc2ccccc2)OC(COC(C)=O)C(OC(C)=O)C1OC(C)=O (stereo not drawn)	5	1665	1	1	0	-2	-1	2	-17	-3
COc1ccc(NC(C)=O)cc1NC(=O)CSc1nnc(-c2cccnc2)n1C	-1	1515	1.1	1	3	-6	-6	-3	-8	-3
CCc1nnc(NC(=O)CCC(=O)N2CCN(CCc3ccccc3)CC2)s1	nt	nt	1	1	-1	-3	nt	nt	-10	0
O=C(CCc1nc(-c2ccccc2F)no1)NCCc1ccccc1Cl	6	1492	1	1.1	2	-4	7	3	-5	-6
Going on with the list.
SMILES	PPARg SRC-2 ag	SRC2 TRFRET art	bIAP activator	TNAP act hi DEA	Efa HMGR inh	bIAP inh	PPARg SRC1 recr	PPARg SRC-3 ag	TNAP inh noacc	TNAP inh hi DEA
OC(CNCCC(c1ccccc1)c1ccccc1)COc1ccccc1 (stereo not drawn)	-2	1540	1.2	1.1	-4	-20	-4	4	-10	-5
COc1ccccc1NC(=O)CN(c1ccc(C23CC4CC(CC(C4)C2)C3)cc1)S(C)(=O)=O	13	1572	1	1	-2	1	-5	10	-6	-5
CCOc1ccc(N(Cc2ccccc2F)C2=NC3CS(=O)(=O)CC3S2)cc1 (stereo not drawn)	7	1741	1.2	1	1	-17	-4	6	-8	-3
O=C(O)c1cccc(NN=C2c3ccccc3-c3ccccc32)c1	0	1403	0.9	1	-11	7	10	3	-10	0
COc1ccc(N2CCN(c3nc(NCCc4ccc(OC)c(OC)c4)nc(OC)n3)CC2)cc1	5	1643	1	1	0	-4	-1	1	-5	-2
Cc1ccsc1C(=O)N1CCC(N2CCC(C(=O)NCC3CCCO3)CC2)CC1 (stereo not drawn)	-6	1528	1.1	1.1	-6	-11	-2	-2	-15	-5
O=C(Nc1ccc(O)cc1C(=O)O)c1ccc2c(c1)C(=O)N(Cc1ccco1)C2=O	-1	1355	0.9	1	1	6	-2	-5	-15	-4
O=C(NCCc1ccccn1)c1cc(C(=O)C2CCCCC2)c[nH]1	-10	1281	0.9	1	2	6	-6	-1	-5	0
CC(NC(=O)c1ccccc1F)C(=O)O (stereo not drawn)	6	1437	1	1.1	0	-2	-1	3	-15	-6
O=c1[nH]c2cc3c(cc2cc1CN(Cc1cccnc1)C(=S)NCc1ccco1)OCCO3	-1	1409	1.1	1	-8	-8	-5	-6	-7	2
